# uPA surface inh: inhibitors of cell surface uPA generation. Potency, µM (titrated, usually from 38.3 µM), inactives show at the top dose activity change, negative = inhibition, most hits filed as inhibitors. cell surface uPA generation assay, qHTS. hit rate 0.31% among 330,000; active = well fitted inhibition curve with a large enough effect; inconclusive = small, poorly fitted or top-dose-only effect; inactive = no such curve, though single readings can be large or run the other way; tested in mouse RAW 264.7 cells; also: % is scaled to controls: 0 for no effect and ±100 for the full control effect; nearly all actives have a fitted effect of over 55% in size
# VP16 counter: counter-screen for ROR gamma inhibitors: Gal4-VP16 reporter; hit rate 3.5% among 310,000; Potency, µM (doses to about 53.6 µM), for inactives: at the top dose activity, negative = inhibition, actives largely listed as inhibitors; Drosophila S2 Gal4-VP16 UAS-luciferase, luminescence, 20 h;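 also: Gal4-VP16 expression switched on by copper sulfate through the metallothionein promoter; % is scaled to controls: 0 for no effect and ±100 for the full control effect; nearly all actives have a fitted effect of over 50% in size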
# NPC1 prom act: activates the NPC1 promoter. Huh7 NPC1 promoter luciferase reporter, 24 h. Potency, µM (series often up to 9.22 µM), inactives show at the top dose activation, most hits filed as activators. hit rate 2.4% among 320,000. AID 485313;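 also: % of control where 0% means no effect; nearly all actives have a fitted effect of over 60% in size; reporter is driven by a mutant NPC1 promoter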
#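 Readout is luciferase luminescence, reflecting NPC1 promoter activation in stably transfected Huh7 cells after 24 h compound exposure at 37 °C in reduced-serum medium with 10% FBS.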
# MBNL1 CUG block: MBNL1-poly(CUG) RNA binding inhibition; Potency, µM (top dose mostly 57.5 µM), inactives show at the highest dose activity change, negative = inhibition, most hits filed as inhibitors; hit rate 0.036% among 280,000; AID 2675; TR-FRET MBNL1-His/biotin-(CUG)12 binding, 665/545 ratio; active = well fitted inhibition curve with a large enough effect in the signal ratio, with a control signal flat, not every such curve was filed as active; inconclusive = small, poorly fitted or top-dose-only effect, or effect the other way, or a change in a side signal; inactive = no such curve, though single readings can be large or run the other way; the % refers to the signal ratio; also: % is scaled to controls: 0 for no effect and ±100 for the full control effect
#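 Compound titration spanned 92 nM–58 uM against the MBNL1-His/biotin-(CUG)12 complex. After 60 min at room temperature with 5 nM streptavidin-XL665 and 0.055 ng/ul terbium anti-His, ratiometric 665/545 nm emission (Ex 340 nm) normalized to controls.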
# Rab9 prom act: Rab9 promoter activation; Huh7 Rab9 promoter-luciferase reporter, luminescence, 24 h; Potency, µM (top dose mostly 9.22 µM), inactives show at the top dose activation, negative = inhibition, usual class: activators; hit rate 2.8% among 320,000; also: % of control where 0% means no effect; nearly all actives have a fitted effect of over 60% in size
#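 Promoter activation is measured as luciferase luminescence in Huh7 cells stably transfected with a Rab9 promoter–luciferase construct, following 24 h compound exposure at 37 °C and 10 min reagent incubation at ambient temperature.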
# ELG1 genotoxic: induces genotoxicity in HEK293T cells with luciferase-tagged ELG1; HEK293T ELG1-luciferase reporter, luminescence, 16 h; Potency, µM (doses to about 46 µM), for inactives: at the highest dose activity change, positive = activation, hits mostly activators; hit rate 1.3% among 330,000; also: % of control where 0% means no effect; nearly all actives have a fitted effect of over 60% in size
#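 Cells (2,000/well) expressing the ELG1-luciferase fusion are dosed by pin tool and kept 16 hr at 37 °C, 5% CO2. Signal comes from ONE-Glo luciferase reagent after 30 min at room temperature.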
# BRCA1 expr act: increases BRCA1 expression; MCF7-BRCA1-FFLuc reporter, luminescence, 48 h; response scale: scaled: vehicle 0%, 10 µM genistein 100%; Potency, µM (top dose mostly 46.1 µM), for inactives: at the top dose activation, most hits filed as activators; hit rate 1.1% among 380,000; AID 624202; also: nearly all actives have a fitted effect of over 80% in size; some results filed as inactive show a strong effect at the top dose
#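 48 h compound treatment of MCF7-BRCA1-FFLuc cells (phenol-red free MEM, 37 °C), then 15 min with luciferase substrate and luminescence imaging.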
# p53 reactivation: mutant p53 re-activation in reporter cells; H1299 p53-A138V BP100-luciferase reporter, luminescence, 24 h; Potency, µM (doses to about 92.2 µM), for the others: top-dose activity change, positive = activation, most hits filed as activators; hit rate 0.063% among 320,000; AID 504706; also: % of control where 0% means no effect; nearly all actives have a fitted effect of over 45% in size
#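 p53-null H1299 cells stably carrying temperature-sensitive p53-A138V and a BP100-luciferase reporter were pinned with compounds (4-point, 1:5 series) and held 24 hrs at 37 deg C. Luminescence was read 10 min after detection reagent.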
# MLL CXXC-DNA inh: inhibitors of human MLL CXXC domain-DNA interaction. Q03164. Potency, µM (titrated, usually from 115 µM), for the others: at the highest dose activity change, negative = inhibition, hits mostly inhibitors. AID 2662. MLL-CXXC / FITC-HOXA9 DNA fluorescence polarization. hit rate 0.037% among 290,000; active = well fitted inhibition curve with a large enough effect in the polarisation, with a control signal flat, not every such curve was filed as active; inconclusive = small, poorly fitted or top-dose-only effect, or effect the other way, or a change in a side signal; inactive = no such curve, though single readings can be large or run the other way; the % refers to the polarisation
#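 Purified MLL-CXXC (added from a 7 uM solution) was preincubated 5 min at ambient with pinned compounds in 50 mM Tris-HCl pH 7.5, 50 mM NaCl, 1 mM DTT, 0.05% BSA. Fluorescein-labeled HOX-A9 DNA (50 nM solution) followed, 30 min, then polarization read.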
# FLuc modulator: firefly luciferase modulation, counter-screen for miR-21 project | P08659 | purified FLuc, Km substrates, luminescence inhibition | Potency, µM (highest dose often 57.5 µM), for inactives: at the top dose activity change, negative = inhibition, actives largely listed as inhibitors | hit rate 6.9% among 360,000 | AID 588342;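 also: plate controls were vehicle for no effect and reference inhibitor for full effect; nearly all actives have a fitted effect of over 55% in size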
#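 Purified P. pyralis luciferase (10nM final) with 10uM D-luciferin and 10uM ATP (Km levels) in 50mM Tris acetate pH 7.5, 10mM Mg acetate, 0.01% Tween-20, 0.05% BSA; qHTS 6-point titration, ~60 µM downward; luminescence read.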
# RORgamma inh: ROR gamma (mouse) transcription inhibition. P51450. Drosophila S2 Gal4-RORgamma UAS-luciferase reporter, 20 h. Potency, µM (titrated, usually from 53.6 µM), for inactives: top-dose activity change, negative = inhibition, usual class: inhibitors. hit rate 5.4% among 310,000; also: % is scaled to controls: 0 for no effect and ±100 for the full control effect; nearly all actives have a fitted effect of over 60% in size
#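 Compounds are pin-transferred onto Drosophila Schneider cells expressing a copper-inducible Gal4–ROR gamma transactivation domain fusion. After 1 hr, copper sulfate is added to 700 uM final; luciferase is read 20 hr later.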
# * marks the source's active call; other numbers are inactive results; ? = inconclusive; . = no result given; & = joins results of further samples; [ ] = dose if it differs, or a comment. Unless noted, calls follow the shape of the dose curve; as a rule, active = well fitted curve in the direction sought with a large enough effect; inconclusive = small, poorly fitted or top-dose-only effect, or another doubt; inactive = no such curve, though single readings can be large; an effect the other way counts as inactive or inconclusive. Potency is read from the fitted curve at half-maximal effect. An excerpt (hit frequency here may not be typical).
item	SMILES	MLL CXXC-DNA inh	VP16 counter	uPA surface inh	p53 reactivation	NPC1 prom act	FLuc modulator
1	CCc1nccn1S(=O)(=O)c1cc(C)c(OC)cc1C	14%	9%	.	6%	-1%	-2%
2	Cc1cc(C(F)(F)F)nc(NCc2cccnc2)n1	2%	2%	-1%	3%	-1%	0%
3	COC(=O)c1c(-c2cccnc2)csc1NC(=O)c1ccc2c(c1)OCO2	13%	-16%	-2%	?	2.5µM*	1.3µM*
4	COc1ccc(C(=O)OCC(=O)N2CC(=O)Nc3ccccc32)cc1Br	.	.	5%	-4%	1%	-1%
5	Cc1ccc(-c2nnc(Nc3ccc(CC(N)=O)cc3)c3ccccc23)cc1S(N)(=O)=O	4%	2%	3%	-4%	-5%	?
6	C=CCOc1ccc(/C=C/C(=O)OCC(=O)NC(C)c2ccc(F)cc2)cc1 (stereo not drawn)	.	.	-5%	14%	-2%	-7%
7	CCCCC(CC)C(=O)NCc1ccc(F)cc1 (stereo not drawn)	2%	-5%	-3%	-6%	-9%	1%
8	CCC(=O)NCCc1cc2ccc(C)cc2[nH]c1=O	6%	8%	-6%	-3%	3%	-1%
9	CCC1Oc2ccccc2N(CC(=O)NCC2CCCO2)C1=O (stereo not drawn)	4%	0%	2%	-3%	-6%	6%
10	CCOc1cc(C(=S)N2CCC(O)CC2)ccc1OS(=O)(=O)c1ccc(Br)cc1	18%	-2%	-7%	11%	-2%	-15%
11	COc1ccc(-c2nc3c(c(SCC(=O)Nc4cccc(O)c4)n2)Cc2c(CO)cnc(C)c2O3)cc1	40%[activator]	-7%	14%	1%	-6%	5%&-6%
12	O=c1c2cc(-c3ccccc3)sc2ncn1/N=C/c1ccco1	33%[activator]	9%	-9%	?	?	8.5µM*
13	CCOC(=O)c1cc2c(nc1C)-c1cc(Cl)cc(Cl)c1OC2O (stereo not drawn)	11%	5%	14%	-3%	-7%	-2%
14	COC(=O)[C@@]12CCCCN1[C@H](c1ccc(-c3ccc(C(C)=O)cc3)c(OC)c1)[C@@H]1C(=O)N(C)C(=O)[C@@H]12	.	.	-4%	-10%	-4%	5%
15	CCN1C(=O)C2C(c3cccc(F)c3)NC(C)(C(=O)OC)C2C1=O (stereo not drawn)	1%	8%	0%	6%	-2%	4%

item	RORgamma inh	BRCA1 expr act	Rab9 prom act	ELG1 genotoxic	MBNL1 CUG block
1	-17%	-14%	-1%	2%	0%
2	-3%	1%	1%	2%	-10%
3	?	2.2µM*	1.6µM*	2.9µM*	20%
4	.	-28%	-1%	0%	.
5	8%	-3%	-3%	-2%	?
6	.	9%	0%	-7%	.
7	-15%	-16%	-2%	2%	-16%
8	4%	-2%	-5%	0%	-7%
9	8%	-1%	-1%	4%	-3%
10	30%	-46%	3%	-7%	3%
11	-12%	-14%	3%	0%[9.26 µM]	-1%
12	?	11µM*	3.5µM*	?	?
13	-24%	-11%	5%	9%	-1%
14	.	-31%	-4%	0%	.
15	5%	5%	-4%	1%	4%

# Additional results:
item	SMILES	MLL CXXC-DNA inh	VP16 counter	uPA surface inh	p53 reactivation	NPC1 prom act	FLuc modulator
16	O=C(CN1C(=O)c2cccc3cccc1c23)Nc1ccc2c(c1)OCO2	40%[activator]	-2%	4%	-5%	-2%	-1%
17	CC(=O)Nc1ccc(S(=O)(=O)NCCC(=O)OCCN2C(=O)c3ccccc3C2=O)cc1	3%	-6%	.	0%	1%	1%
18	CCOc1ccc(OCC)c(S(=O)(=O)n2cc(C)nc2CC)c1	-12%	8%	-3%	-1%	0%	-15%
19	COc1ccc(CC(=O)Nc2cccc(C(C)=O)c2)cc1S(=O)(=O)N1CCOCC1	.	.	-14%	0%	1%	5%
20	C/C(CCc1ccc2c(c1)OCO2)=N\N=C1\NC(=O)CC(C(=O)Nc2ccccc2)S1 (stereo not drawn)	2%	-5%	.	-4%	0%	-4%
21	COc1ccc(C(=O)CSc2ncnc3nc[nH]c23)cc1	0%	7%	-5%	5%	-2%	?
22	CCOc1cc(NC(=S)NCc2ccco2)c(OCC)cc1NC(=O)CC	-4%	?	2%	-4%	-5%	1%
23	Oc1ccccc1N1CCN(C(=S)NCc2ccccc2)CC1	2%	0%	-1%	4%	-5%	-3%
24	CCn1nc(C)c(/C=N/NC(=S)Nc2ccc(Cl)cc2Cl)c1C	3%	6.3µM*	-2%	6%	-5%	-14%
25	CC(=O)NCCNC(=O)c1ccc(-n2c(C)ccc2C)cc1	-5%	?	-8%	?	14%	-7%
26	Cc1ccccc1Cn1cc(NC(=O)c2nn(C)cc2Cl)cn1	0%	-6%	-1%	11%	1%	?
27	Cc1ccc(SCC(=O)Nc2ccc(N3CCOCC3)cc2)cc1	0%	-16%	-3%	3%	8%	2%
28	Cc1ccc(-c2nc(Cl)nc3ccccc23)cc1	5%	6%	-4%	4%	-6%	-13%
29	O=C(CCCOc1ccc(Cl)cc1)Nc1cccc(C(=O)O)c1	2%	2%	3%	2%	-1%	17µM*
30	CC(OC(=O)CC1CCCC1)C(=O)Nc1ccc(S(N)(=O)=O)cc1 (stereo not drawn)	.	.	4%	2%	3%	3%

item	RORgamma inh	BRCA1 expr act	Rab9 prom act	ELG1 genotoxic	MBNL1 CUG block
16	-3%	-3%	-1%	-1%	12%
17	0%	0%	1%	0%	10%
18	?	1%	-17%	-5%	-11%
19	.	-17%	-1%	1%	.
20	-44%	3%	1%	1%	-3%
21	44%	28%	-6%	-6%	-7%
22	?	0%	1%	2%	-18%
23	?	0%	-3%	-5%	1%
24	1.8µM*	-11%	-5%	1%	20%[11.5 µM]
25	-26%	-11%	?	23µM*	-6%
26	42%	53%	-1%	4%	-13%
27	9%	-12%	-7%	-3%	5%
28	1%	-4%	-5%	0%	?
29	21%	-3%	3%	5%	-17%
30	.	2%	6%	1%	.

# By substructure, those above with bromine
item	SMILES	MLL CXXC-DNA inh	VP16 counter	uPA surface inh	p53 reactivation	NPC1 prom act	FLuc modulator
4	COc1ccc(C(=O)OCC(=O)N2CC(=O)Nc3ccccc32)cc1Br	.	.	5%	-4%	1%	-1%
10	CCOc1cc(C(=S)N2CCC(O)CC2)ccc1OS(=O)(=O)c1ccc(Br)cc1	18%	-2%	-7%	11%	-2%	-15%

item	RORgamma inh	BRCA1 expr act	Rab9 prom act	ELG1 genotoxic	MBNL1 CUG block
4	.	-28%	-1%	0%	.
10	30%	-46%	3%	-7%	3%

# Shown with bars between the fields: two of the compounds above.
No. | structure | MLL CXXC-DNA inh | VP16 counter | uPA surface inh | p53 reactivation | NPC1 prom act | FLuc modulator | RORgamma inh | BRCA1 expr act | Rab9 prom act | ELG1 genotoxic | MBNL1 CUG block
25 | CC(=O)NCCNC(=O)c1ccc(-n2c(C)ccc2C)cc1 | -5% | ? | -8% | ? | 14% | -7% | -26% | -11% | ? | 23µM* | -6%
19 | COc1ccc(CC(=O)Nc2cccc(C(C)=O)c2)cc1S(=O)(=O)N1CCOCC1 | . | . | -14% | 0% | 1% | 5% | . | -17% | -1% | 1% | .

# The list goes on.
item	SMILES	MLL CXXC-DNA inh	VP16 counter	uPA surface inh	p53 reactivation	NPC1 prom act	FLuc modulator
31	CC1=C(C(=O)c2ccccc2)C(c2ccc(OC(F)F)cc2)NC(=S)N1 (stereo not drawn)	-11%	-9%	-8%	-2%	0%	-5%
32	Cc1nnc(SCc2cc([N+](=O)[O-])cc3c2OCOC3)[nH]c1=O	0%	5%	-12%	1%	6%	-4%
33	c1cncc(Nc2nc(-c3ccncc3)cs2)c1	-10%	-11%	.	8%	6%	?
34	CC(=O)c1cccc(N(C(=O)c2ccccn2)C(C(=O)NC2CCCCC2)c2cccs2)c1 (stereo not drawn)	-2%	0%	11%	-1%	4%	-52%
35	COc1ccc(Cn2nnnc2C(C(C)C)N(Cc2ccco2)Cc2cccs2)cc1 (stereo not drawn)	-6%	-27%	-1%	19%	-7%	2%
36	COC(=O)CC(NC(=O)Nc1ccc(C)cc1)c1cccc([N+](=O)[O-])c1 (stereo not drawn)	16%	-9%[10 µM]	5%	5%	-3%	-12%

item	RORgamma inh	BRCA1 expr act	Rab9 prom act	ELG1 genotoxic	MBNL1 CUG block
31	-99%	-6%	-4%	-6%	-2%
32	8%	4%	-1%	1%	.
33	13%	1%	1%	-3%	?
34	23%	0%	-5%	-1%	-10%
35	18%	-52%	-1%	0%	4%
36	1%	8%	-4%	5%	?

# Bioassay records (PubChem)
